DRD3 antagonist: qHTS of D3 Dopamine Receptor Antagonist: qHTS; D3R cells, DiscoveRx beta-arrestin luminescence, antagonist mode; active compounds read low; AID 652054, 2013; hit rate 2.5% among 360,000; D(3) dopamine receptor (Homo sapiens), P35462; max response, negative = inhibition, %; in the data active = max response below about -50%; inconclusive = no clear call, values can overlap the other calls; also: % is scaled to controls: 0 for no effect and ±100 for the full control effect; mostly tested at two doses, the higher about 12 µM
Target sequence (P35462 whole entry, looked up): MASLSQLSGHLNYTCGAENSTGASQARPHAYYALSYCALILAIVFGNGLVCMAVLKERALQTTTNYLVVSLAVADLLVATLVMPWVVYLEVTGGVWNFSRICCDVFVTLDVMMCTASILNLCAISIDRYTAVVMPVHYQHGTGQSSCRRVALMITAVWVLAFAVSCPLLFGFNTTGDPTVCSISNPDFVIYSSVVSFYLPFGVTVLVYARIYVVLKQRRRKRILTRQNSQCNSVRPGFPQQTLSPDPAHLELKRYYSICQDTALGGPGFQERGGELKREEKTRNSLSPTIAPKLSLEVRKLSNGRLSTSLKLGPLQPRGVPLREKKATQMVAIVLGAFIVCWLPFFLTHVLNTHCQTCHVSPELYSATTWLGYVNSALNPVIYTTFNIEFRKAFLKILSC
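Cells plated overnight at 1500 cells/well, then exposed to library compounds with dopamine controls for 90 minutes at 37 degrees C. DiscoveRx reagent added for 30–60 minutes at room temperature; luminescence read, quantitative HTS format.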
IL1B secr inh: qHTS for Inhibitors of Inflammasome Signaling: IL-1-beta AlphaLISA Primary Screen; THP-1 LPS/ATP IL-1B secretion, AlphaLISA, 16 h; active compounds read low; activity change, % at 57.5 µM; hit rate 4.7% among 360,000; in the data active = activity change below about -50%; inconclusive = mostly about -30% to -49%; also: % is scaled to controls: 0 for no effect and ±100 for the full control effect
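Secreted IL-1B measured by AlphaLISA bead assay after 16 h compound exposure of THP-1 cells; compounds (final up to 57.5 uM) added 1 h before LPS (250 ng/mL) and ATP (1.25 mM) stimulation; lower signal means less secretion.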
KB-V1 cytotox: qHTS assay for MDR1-selective chemotherapeutics: Primary screen using the drug-selected MDR subline cells KB-V1 | AID 1347076, 2019 | KB-V1 MDR cells viability, CellTiter-Glo, 72 h | hit rate 3.4% among 400,000 | Potency, µM (highest dose often 46.1 µM), for the others: top-dose activity change, negative = cytotoxicity, actives largely listed as cytotoxic; also: potency is read from the fitted curve at half-maximal effect; % is scaled to controls: 0 for no effect and ±100 for the full control effect; nearly all actives have a fitted effect of over 60% in size
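Following 72 h at 37 degrees C with compound, KB-V1 cell viability was read by CellTiter-Glo luminescence, medium being phenol-red-free DMEM plus 10% FBS; concentration-response parameters came from normalized, curve-fitted qHTS data.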
SW480 rerep: A quantitative high throughput screen for small molecules that induce DNA re-replication in SW480 colon adenocarcinoma cells. SW480 DNA re-replication, Hoechst DNA content imaging, 48 h. Potency, µM (highest dose often 46.1 µM), for the others: at the top dose re-replication activation, hits mostly activators. hit rate 1.8% among 340,000. AID 624297, 2012; also: potency is read from the fitted curve at half-maximal effect; % of control where 0% means no effect; nearly all actives have a fitted effect of over 55% in size
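Image-based DNA-content assay: after two days of treatment, nuclei were labelled with the DNA dye Hoechst and imaged, and hits were compounds raising the count of nuclei showing high fluorescence intensity.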
HT1080 IDH1KD tx: qHTS for induction of synthetic lethality in tumor cells producing 2HG: qHTS for the HT-1080-IDH1KD cell line; Potency, µM (series often up to 46.1 µM), inactives show at the highest dose activity, negative = toxicity, usual class: cytotoxic; hit rate 2% among 360,000; AID 686971, 2013; HT-1080 IDH1 knockdown viability, ATP luminescence, 48 h;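 also: potency is read from the fitted curve at half-maximal effect; 0% = DMSO wells and -100% = cell-free medium wells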
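Cytotoxicity counter-line: IDH1KD HT-1080, 48 h, CellTiter-Glo. Curves classed by r2, magnitude and activity.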
KB-3-1 cytotox: qHTS assay for MDR1-selective chemotherapeutics: Primary screen using the parental adenocarcinoma cell KB-3-1 | KB-3-1 viability, CellTiter-Glo ATP luminescence, 72 h | Potency, µM (doses to about 46.1 µM), for inactives: top-dose activity change, negative = cytotoxic, most hits filed as cytotoxic | hit rate 1.4% among 400,000; also: potency is read from the fitted curve at half-maximal effect; % is scaled to controls: 0 for no effect and ±100 for the full control effect; nearly all actives have a fitted effect of over 60% in size
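KB-3-1 parental drug-naive adenocarcinoma cells in DMEM/10% FBS, incubated 72 h at 37 C with pin-transferred compounds across a concentration series. Viability by CellTiter-Glo luminescence; concentration-response curves fitted after normalization.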
GLP1R ag: qHTS of GLP-1 Receptor Agonists; Glucagon-like peptide 1 receptor (Homo sapiens), P43220; HEK293 GLP-1R CRE-luciferase, luminescence, 4-6 h; cells express a hypersensitive GLP-1R form; Potency, µM (highest dose often 45.6 µM), without a hit: at the top dose activation, actives largely listed as activators; hit rate 0.007% among 380,000; AID 624172, 2012; also: potency is read from the fitted curve at half-maximal effect; % of control where 0% means no effect
Target sequence (P43220 whole entry, looked up): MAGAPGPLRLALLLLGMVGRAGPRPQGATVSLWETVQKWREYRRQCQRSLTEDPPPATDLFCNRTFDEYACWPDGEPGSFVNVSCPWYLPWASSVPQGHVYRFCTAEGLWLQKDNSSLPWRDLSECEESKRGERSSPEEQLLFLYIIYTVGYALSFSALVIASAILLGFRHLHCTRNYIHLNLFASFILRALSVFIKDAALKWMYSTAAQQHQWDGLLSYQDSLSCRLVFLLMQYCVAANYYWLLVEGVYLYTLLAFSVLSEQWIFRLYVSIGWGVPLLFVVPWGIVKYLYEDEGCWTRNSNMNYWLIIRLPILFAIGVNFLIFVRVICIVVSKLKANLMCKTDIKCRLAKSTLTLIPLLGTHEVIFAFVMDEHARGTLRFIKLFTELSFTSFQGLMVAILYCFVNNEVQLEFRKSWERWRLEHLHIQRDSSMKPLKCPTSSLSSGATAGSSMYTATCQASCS
DRD3 agonist: qHTS of D3 Dopamine Receptor Agonist: qHTS | D3R DiscoveRx beta-arrestin cells, luminescence, 90 min | max activation, % | hit rate 0.58% among 410,000; in the data active = max activation above about 30%; also: 0% is about no effect; mostly tested at two doses, the higher about 12 µM
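Agonist mode: compounds and dopamine controls were applied to plated cells for 90 min at 37 degrees C after an overnight attachment at 1500 cells/well. Luminescent read-out followed 30 - 60 minutes at room temperature with DiscoveRx detection reagent.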
HT1080-NT tox: qHTS for induction of synthetic lethality in tumor cells producing 2HG: qHTS for the HT-1080-NT fibrosarcoma cell line. AID 686970, 2013. HT-1080-NT fibrosarcoma viability, CellTiter-Glo ATP luminescence, 48 h. hit rate 1.6% among 360,000. Potency, µM (titrated, usually from 46.1 µM), for inactives: at the highest dose activity, negative = less viability, most hits filed as cytotoxic;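 also: NT is the 2HG producing partner of a matched IDH1 knockdown line; potency is read from the fitted curve at half-maximal effect; 0% = DMSO-treated cells and -100% = media-only wells without cells; nearly all actives have a fitted effect of over 55% in size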
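Read-out is CellTiter-Glo luminescence after 10 minutes at room temperature, following 48 hours' compound treatment of HT-1080-NT cells (750 cells/well, RPMI, 5% FBS, 37 degrees C).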
* marks the source's active call; other numbers are inactive results; ? = inconclusive; nt = not tested or not shown; & = joins results of further samples; [ ] = dose if it differs, or a comment. Unless noted, calls follow the shape of the dose curve; as a rule, active = well fitted curve in the direction sought with a large enough effect; inconclusive = small, poorly fitted or top-dose-only effect, or another doubt; inactive = no such curve, though single readings can be large; an effect the other way counts as inactive or inconclusive. No enrichment for hits; any-hit rate near 12%.

SMILES	DRD3 antagonist	IL1B secr inh	KB-V1 cytotox	SW480 rerep	HT1080 IDH1KD tx	KB-3-1 cytotox	GLP1R ag	DRD3 agonist	HT1080-NT tox
Cn1c(CNC(=O)c2ccc(Cl)cc2)nnc1SCC(=O)N1CCOCC1	-6	-8	nt	1%	3%	nt	3%	-15	0%
Cc1cc(Nc2ccc(Cl)cc2)n2ncnc2n1	-10	-11	-3%	-3%	0%	15%	-4%	-8	3%
COc1ccc(/C=C/c2nnc(NC(=O)C(C)(C)C)s2)cc1	5	-10	-23%	-35%	-4%	7%	23%	5	-1%
COC(=O)C1=CN(c2c(C)cc(C)cc2C)C(N)=C(C#N)C1c1cccc(F)c1 (stereo not given)	3	-11	-20%	nt	?	-11%	nt	9	?
CCOC(=O)CSc1[nH]c(=O)cc(C)c1C#N	14	19	10%	-10%	5%	5%	4%	-2	11%
COc1cc(NC(=O)COc2ccc(Cl)cc2)ccc1-c1cc2ccccc2oc1=O	10	3	?	?	?	?	-13%	8	?
O=c1cc(-c2ccc(O)c(-c3c(O)cc(O)c4c(=O)cc(-c5ccc(O)cc5)oc34)c2)oc2cc(O)cc(O)c12	-22	14	-2%	-5%	9%	-6%	15%	12	16%
O=C(COCc1nc2ccccc2c(=O)[nH]1)NCC1CCCCC1	-22	13	-15%	18%	-30%	-2%	0%	1	-5%
CCc1ccc(NC(=S)NC2CC3CCCC(C2)N3Cc2ccccc2)cc1 (stereo not given)	-109*	-24	-15%	-82%[inhibitor]	-5%	-8%	8%	-11	-8%
CN(Cc1ccccc1OCCO)CC1CCCN(CCc2ccc(Cl)cc2)C1 (stereo not given)	20	-61*	?	7%	?	-11%	4%	-3	?
O=C(Nc1ccc2c(c1)CCC2)c1cnccn1	18	-7	9%	-10%	-11%	-8%	-10%	1	5%
COc1ccc(/C=N/NC(=O)CNS(=O)(=O)c2ccc(C)cc2)cc1	4	-8	16%	10%	-6%	-24%	7%	-2	4%
Cc1cc(=O)[nH]c(SCC(=O)Nc2cc(S(=O)(=O)N(C)C)ccc2Cl)n1	11	16	7%	?	2%	1%	0%	-7	5%
O=C(CCN1CCCC1)Nc1ccc(Br)cc1	-2	-9	18%	-3%	-4%	7%	-11%	-3	-3%
Cc1cccc(-c2nc(CN3CCN(Cc4cccc(F)c4)CC3)c(C)o2)c1	-11	22	21%	-22%	9%	25%	10%	-14	6%
CC(C)CC(=O)N1CC(=O)Nc2ccc(F)cc2C1c1ccccc1 (stereo not given)	-2	10	-5%&-3%	4%	6%	1%&3%	-2%	1&-3	7%
CSc1ccccc1NC(=O)c1cc2c(=O)n3ccccc3nc2s1	-4	-2	2%	?	?	-8%	0%	0	?
Cc1ccc2c(Cl)cc(Cl)c(OCC(=O)NC(C)(C)C)c2n1	6	11	0%	3%	-16%	-14%	3%	2	-20%
Cc1ccc(C(=O)N2CCN(c3ccc([N+](=O)[O-])c(NCc4ccco4)c3)CC2)cc1	64	-26	-23%	0%	-1%	0%	4%	-8	0%
CC(CCc1ccccc1)C(=O)NO (stereo not given)	1	-3	11%	-6%	-3%	-2%	-9%	-2	-1%

Continued (four carried over from the part before).
SMILES	DRD3 antagonist	IL1B secr inh	KB-V1 cytotox	SW480 rerep	HT1080 IDH1KD tx	KB-3-1 cytotox	GLP1R ag	DRD3 agonist	HT1080-NT tox
CSc1ccccc1NC(=O)c1cc2c(=O)n3ccccc3nc2s1	-4	-2	2%	?	?	-8%	0%	0	?
Cc1ccc2c(Cl)cc(Cl)c(OCC(=O)NC(C)(C)C)c2n1	6	11	0%	3%	-16%	-14%	3%	2	-20%
Cc1ccc(C(=O)N2CCN(c3ccc([N+](=O)[O-])c(NCc4ccco4)c3)CC2)cc1	64	-26	-23%	0%	-1%	0%	4%	-8	0%
CC(CCc1ccccc1)C(=O)NO (stereo not given)	1	-3	11%	-6%	-3%	-2%	-9%	-2	-1%
Cc1cs/c(=N/C(=S)Nc2ccccc2)n1C	-16	0	-23%	-12%	?	-11%	-8%	-12	7%
CCn1ccnc1CC1COc2ccccc2O1 (stereo not given)	8	-6	-6%	-5%&-1%	1%	0%	3%&-2%	3&5	20%
Cc1ccc(C)c(-n2c(-c3ccc4c(c3)OCO4)n[nH]c2=S)c1	9	6	9%	-19%	?	15%	2%	-11	?
CCCn1nnc(NC(=S)NC(=O)CC)n1	-11	-1	6%	?	3%	-5%	0%	2	2%
CNc1c(NS(=O)(=O)c2cc(OC)ccc2OC)c(=O)oc2ccccc12	-5	8	11%	5%	-2%	-3%	7%	7	14%
CCN(CC)C(=O)CSc1nc2sc3c(c2c(=O)n1CCOC)CCC3	-4	6	12%	-1%	2%	12%	-4%	3	10%
CSCCC(NC(=O)c1ccccc1)C(=O)NC1CCCC1 (stereo not given)	4	-1	11%	-10%	11%	-8%	4%	12	-1%
O=C(c1ccc2c3c(cccc13)CC2)C1CCCN(Cc2ccc(OCCO)cc2)C1 (stereo not given)	-97*	-13	-2%	12%	?	0%	12%	-1	?
C=CCn1c(SCC(=O)c2ccc(NS(=O)(=O)c3ccccc3)cc2)nnc1-c1cccs1	12	-2	?	?	-3%	16%	-19%	-4	-2%
O=C(CSc1nc2ccccc2c(=O)n1Cc1ccco1)NCc1ccccc1	?	9	-10%	-5%	-3%[9.24 µM]	-1%	4%	-1	6%
N#Cc1ccc2sn(-c3ccccc3)c(=O)c2c1	?	19	?	nt	-4%	-11%	-4%	4	-4%
CC(=O)Nc1ccc(NS(=O)(=O)Cc2ccccc2)cc1	7	2	16%	3%	12%	9%	-11%	-4	6%
Cc1cccc2c(N=Nc3ccc(S(=O)(=O)Nc4ccc(Cl)cc4)cc3[N+](=O)[O-])c(O)[nH]c12	?	22	14%	-86%[inhibitor]	1%	-3%	5%	-17	14%
CC(=C1C(=O)c2ccccc2C1=O)N1CCN(c2ccc(F)cc2)CC1	-19	4	-1%	5%	-3%	-25%	5%	-21	-1%
C=CCNC(=O)COc1coc(CN2CCN(C(=O)c3ccco3)CC2)cc1=O	-5	3	-7%	0%	7%	9%	-1%	1	5%
Cc1ccc(NC(=O)CCn2c(=O)c3cccn3c3ccccc32)c(C)c1	-19	0	-7%	3%	-15%	-15%	-6%	0	-1%
C/C(=N\Nc1nc(C)cc(-c2ccccc2)n1)c1cccc(N)c1	17	5	?	1%	-1%	?	13%	1	-8%
Cc1ccc([N+](=O)[O-])cc1-c1ccc(/C=N\n2nnnc2N)o1	-16	-11	?	1%	0%	?	11%	-3	-7%
COc1ccc(CC(=O)N(CC2CCCO2)c2nc3ccccc3s2)cc1 (stereo not given)	-8	9	?	1%	-1%	9%	0%	2	-2%
COc1ccc(NC(=O)N(C)C[C@H]2Oc3ccc(NS(=O)(=O)c4ccccc4)cc3C(=O)N([C@H](C)CO)C[C@@H]2C)cc1	-22	6	28%	2%	8%	4%	12%	9	5%
COCCn1c(SCC(=O)N2CCCCC2)nc2c([nH]c3ccccc32)c1=O	1	24	-22%	10%	-7%	5%	-3%	3	-11%
O=C(CN(C(=O)CNC(=O)c1ccco1)c1ccc(F)cc1)NC1CCCCC1	1	-12	11%	-21%	18%	20%	6%	-2	18%
CC12CCC(=O)N1C(C(=O)NNC(=O)c1ccccc1)CS2 (stereo not given)	5	4	21%	0%	-7%	5%	9%	1	8%
CC(=O)Nc1ccc(/C=N/NC(=O)CC2CCCCC2)cc1	-19	16	-1%	nt	13%	-1%	-2%	5	10%
Cc1ccc(S(=O)(=O)NCC(=O)OCC(=O)c2cc(C)n(-c3ccccc3)c2C)cc1	11	10	-20%	-1%	14%	19%	-2%	0	7%
Cc1ccc(OCCC(=O)OCC(=O)Nc2cc(S(=O)(=O)N(C)C)ccc2C)cc1	7	?	?	3%	14%	10%	3%	7	?
O=C1NC(=S)N/C1=C/c1cc([N+](=O)[O-])ccc1N1CCOCC1	-1	-8	11%	-8%	3%	4%	10%	4	-3%
O=C(COC(=O)/C=C/c1ccc(F)cc1)Nc1ccc(S(=O)(=O)N2CCOCC2)cc1	-8	-14	-18%	-2%	-5%	0%	1%	0	-1%
COC1=C(C)C(=O)C2=C(C1=O)C1C3CC4=C(C(=O)C(OC)=C(C)C4=O)C(CNC(=O)C(C)=O)N3C(C#N)C(C2)N1C (stereo not given)	-57*	-99*	2.3µM*	?	0.082µM*	0.1µM*	-17%	-21	18µM*
O=C(N/C(=C/c1ccc(F)cc1)C(=O)N1CCCC1)c1ccccc1	8	24	6%	-3%	9%	11%	10%	4	-1%
COc1cccc(NC(=O)CN2C(=O)NC3(CCCC3)C2=O)c1	6	17	-4%	-3%	2%	4%	6%	-4	2%
CC(=O)Nc1ccc(-c2ccnc3c2CC(C)(C(=O)Nc2cccc(C(F)(F)F)c2)O3)cc1 (stereo not given)	0	-62*	?	nt	?	-97%	-5%	-2	?
CC(C)(C)C(=O)NNC(=O)CCCOc1ccc(Cl)cc1Cl	15	8	-4%	-1%	17%	0%	-4%	3	6%
CC(=O)N1CCC(C(=O)Nc2cc(S(=O)(=O)N3CCCCC3)ccc2C)CC1	-28	-16	26%	nt	-27%	0%	-1%	-2	-2%
Cc1cc(C)nc(NS(=O)(=O)c2ccc(NC(=O)CN3C(=O)C4CC=CCC4C3=O)cc2)n1 (stereo not given)	-2	0	7%	-8%	7%	3%	3%	12	8%
